High-throughput results (PubChem BioAssay)
Lipid storage S3 – qHTS Assay for Lipid Storage Modulators in Drosophila S3 Cells; Drosophila S3 cells, BODIPY lipid droplet fluorescence, 18-24 h; cells fed with added oleic acid; lipid storage change, negative = inhibition, % at the top dose, mostly 46.1 µM; hits show Potency in µM; 320,000 tested, 0.64% active; active means well fitted inhibition curve with a large enough effect in the signal ratio, with a control signal flat, not every such curve was filed as active; inconclusive means small, poorly fitted or top-dose-only effect, or effect the other way, or a change in a side signal; the % refers to the signal ratio
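Drosophila S3 cells got compounds at several concentrations plus oleic acid (400 uM solution). Laser-scanning cytometry with 488 nm excitation read lipid droplets at 500-530 nm and cells at 575-640 nm. Percent activity was relative to 20 uM Triacsin C.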
Lipid storage S3 cell count max – further read-out of Lipid storage S3, marked with its call; cell number change, %; measured here: cell count max response;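 cells counted by Cell Tracker Red CMTPX staining in the red channel; peak over a dose series mostly up to 46.1 µM; percent activity relative to internal control wells on each plate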
* hit, by the source's call; i = inactive; ? = inconclusive; . = no result given. On the % scale 0 is the no-effect control and ±100 the full control effect; potency means the concentration at half of the fitted maximal effect.

Compound	Lipid storage S3	Lipid storage S3 cell count max
ON1C(c2ccc(Cl)cc2Cl)N(O)[C@H]2CCCC[C@H]21 (stereo partly drawn)	12%	-5
CC(C)NC(=O)C(c1ccc(F)cc1)N(Cc1ccco1)C(=O)CCC(=O)Nc1ccccn1 (stereo not drawn)	?	.
O=C(NC(=S)NCC1CCCO1)c1ccccc1Br (stereo not drawn)	i	12
CC(C)(C)NS(=O)(=O)c1cc2c3c(c1)CCN3C(=O)CC2	?	.
O=C(CCNS(=O)(=O)c1ccccc1C(F)(F)F)Nc1ccncc1	?	.
CN1C(C)(C)CC(=NOC(=O)c2ccccc2)CC1(C)C	?	.
O=C(c1ccco1)c1nc2c(n1O)CCCCC2	?	.
Cc1sc2c(c1C)CN(Cc1ccncc1)CN2C(=O)c1ccco1	?	.

Among those listed so far, these have a carbonyl joined to an NH by a bond outside any ring.
Compound	Lipid storage S3	Lipid storage S3 cell count max
CC(C)NC(=O)C(c1ccc(F)cc1)N(Cc1ccco1)C(=O)CCC(=O)Nc1ccccn1 (stereo not drawn)	?	.
O=C(NC(=S)NCC1CCCO1)c1ccccc1Br (stereo not drawn)	i	12
O=C(CCNS(=O)(=O)c1ccccc1C(F)(F)F)Nc1ccncc1	?	.

The list continues:
Compound	Lipid storage S3	Lipid storage S3 cell count max
COc1ccc(/C=N/N(C)C2=NS(=O)(=O)c3ccccc32)cc1OC	?	.
Cc1ccccc1NC(=O)c1cnn(-c2ccccc2)c1C	?	.
COc1cc(OC)cc(C(=O)NC(C(=O)NCc2ccccn2)C(C)C)c1 (stereo not drawn)	?	.
CN(CC(=O)Nc1ccc(F)c(Cl)c1)S(=O)(=O)c1ccc2c(c1)n(C)c(=O)c(=O)n2C	?	.
CC(C)C1N(C(N)=S)N=CC1(C)C (stereo not drawn)	18%	4
Cc1ccc(OCc2cc(C(=O)NCc3cnn(-c4cccc(F)c4)c3)no2)cn1	?	.
Cc1cccc(-n2ncc3c(Nc4ccc(F)cc4)ncnc32)c1	?	.
COc1ccc(C23NCCN2C(=O)c2ccccc23)cc1 (stereo not drawn)	5%	5

Next part
Compound	Lipid storage S3	Lipid storage S3 cell count max
Nc1nonc1NN=C1CCCCC1	?	.
Cc1ccc(Cn2nc(-c3ccccc3)nc2-c2ccccc2)cc1	?	.
c1ccc(-c2nnc3sc(CN4CCC5(CC4)OCCO5)cn23)cc1	?	.
O=C(CN(Cc1ccccc1F)S(=O)(=O)c1ccc(Cl)cc1)NCCC1=CCCCC1	-12%	6
CCCNC(=O)c1nc(C)n(-c2ccc([N+](=O)[O-])cc2)n1	i	.
CCOc1ccccc1NC(=O)Nc1ccccn1	-6%	.
O=C(CN1CCN(CC(=O)Nc2cccc(F)c2)CC1)Nc1ccc(-c2ccccc2)cc1	?	.
COc1ccc(S(=O)(=O)N2CCCCC2)cc1Br	?	.

The listing continues:
Compound	Lipid storage S3	Lipid storage S3 cell count max
COCCn1c(=O)[nH]c2cc(C(=O)NCCc3ccc(S(N)(=O)=O)cc3)ccc2c1=O	?	.
CSc1nc(=S)c2[nH]c(=S)[nH]c2[nH]1	-14%	3
Cc1cnc(NC(=O)c2ccc3c(c2)C(=O)N(Cc2cccnc2)C3=O)s1	i	10
COc1ccc2oc(C(=O)OCC(=O)Nc3ccc(OC)c(S(N)(=O)=O)c3)c(C)c2c1	?	.
O=C(C=C1CCN(c2ncc(C(F)(F)F)cc2Cl)CC1)NNC(=O)Nc1ccc(Cl)cc1	?	.
CN(C)S(=O)(=O)c1ccc(Cl)c(C(=O)NC2=NCCS2)c1	?	.
CCC(C)NC(=O)C1CCN(S(=O)(=O)c2ccc3c(c2)CC(C)N3C(C)=O)CC1 (stereo not drawn)	?	.
COc1cccc(CSc2nc(N)cc(N)n2)c1	i	26

Further records follow.
Compound	Lipid storage S3	Lipid storage S3 cell count max
CC(=O)Oc1c(C(=O)c2nnc(C)o2)c(=O)n(Cc2ccccc2)c2ccccc12	-3%	-6
Cc1ccc(-c2nc(CSCC(=O)NCCCN3CCOCC3)c(C)o2)cc1	6%	1
CN(C)/C=C(\C#N)C(=O)N/N=C/c1ccc(Cl)cc1	i	.
CCCS(=O)(=O)N1CCCC(C(=O)NCC(OC)OC)C1 (stereo not drawn)	0%	8
Cc1ccc(C)c(C(=O)COC(=O)CN2C(=O)C3C4CCC(C4)C3C2=O)c1 (stereo not drawn)	-13%	4
O=C(CCN1CCN2CCCC2C1)N1c2ccccc2Sc2ccc(Cl)cc21 (stereo not drawn)	i	-21
COC(=O)C1CCN(C(=O)Cc2ccc(OC)c(OC)c2)CC1	4%	1
CCn1c(CSc2nc3ccccc3[nH]2)n[nH]c1=S	?	.

Remaining list, next part
Compound	Lipid storage S3	Lipid storage S3 cell count max
O=C(Nc1ccc(F)cc1)c1ccc(COc2ccccc2)cc1	14%	-21
Cc1ccc(OCC(=O)N2CCN(c3nnc(-c4ccccc4)c4ccccc34)CC2)cc1	?	.
COc1ccc(OC)c(-n2nnnc2SCC(=O)O)c1	?	.
O=C(c1ccc(-c2nnc(Nc3ccccc3)c3ccccc23)cc1)N1C[C@H]2C[C@H](C1)c1cccc(=O)n1C2	?	.
Cc1ccc([C@@H]2CC=C(C(=O)O)[C@H](c3ccccc3)N2S(=O)(=O)c2ccc(C)cc2)cc1	?	.
CCOC(=O)c1[nH]c2ccccc2c1NC(=O)c1ccc(Br)o1	1%	-9
CC(C)(C)c1oc(C(=O)O)cc1CN1CCOCC1	3%	-1
Cc1ccc(NC(=O)c2ccc3c(c2)C(=O)N(Cc2cccnc2)C3=O)c(C)c1	?	.

Further compounds:
Compound	Lipid storage S3	Lipid storage S3 cell count max
O=C(COC(=O)c1ccccc1O)Nc1ccc(S(=O)(=O)N2CCCCC2)cc1	?	.
COc1cc([N+](=O)[O-])ccc1NC(=O)NCCCN1CCCC1=O	i	.
Cc1ccc(/C=C/C(=O)Nc2ncc(C)s2)o1	3%	-20
COCCNC(=O)c1ccccc1NC(=O)c1ccccc1N(C)S(=O)(=O)c1ccccc1	?	.
COc1cc(NC(=S)N2CCN(c3ccccn3)CC2)cc(OC)c1OC	7%	1
O=C(OCn1nnc2ccccc2c1=O)c1cccs1	21%	6
O=C(Nc1cccc([N+](=O)[O-])c1)c1ccc(-c2ccccc2)cc1	?	.
CCOc1cc(CNCCc2ccc(S(N)(=O)=O)cc2)ccc1OCC(=O)NC1CCCCC1	?	.

Additional structures:
Compound	Lipid storage S3	Lipid storage S3 cell count max
O=C(Nc1nnc(COc2ccc(Cl)cc2)s1)c1ccc([N+](=O)[O-])cc1	?	.
Cc1cc(C)n2nc(SC(C)C(=O)N3CCCC3)nc2n1 (stereo not drawn)	?	.
COc1cc(/C=C2\SC(=S)N(CCC(=O)Nc3cccc(O)c3)C2=O)cc(OC)c1OC	3.7µM*	10*
Cc1ccc(NC(=O)CSc2nnc(CNC(=O)c3ccco3)n2C)c(C)c1	?	.
O=C(c1cc(N2C(=O)C3C4CCC(C4)C3C2=O)ccc1Cl)N1CCN(c2ccccc2F)CC1 (stereo not drawn)	1%	1
COc1ccc(S(=O)(=O)N2CCCCC2)cc1NC(=O)CCOc1cc(C)ccc1C	?	.
Cc1cccc(Nc2n[nH]c(C)c2[N+](=O)[O-])c1	2%	-2
COC(CNC(=O)c1ccc2c(c1)ncn2-c1cccc(F)c1)OC	0%	6

New compounds follow:
Compound	Lipid storage S3	Lipid storage S3 cell count max
COc1cccc(-n2c(SCC(=O)Nc3ccc4c(c3)CCC4)nc3ccccc3c2=O)c1	?	.
CC(C)(CO)NC(=S)NCc1ccco1	-2%	15
O=c1[nH]c(/C=C\c2cccs2)nc(O)c1[N+](=O)[O-]	?	.
COc1ccc(C(=O)NC2CCN(C(=S)Nc3ccccc3)CC2)cc1	?	.
CCCCn1c(/N=C/c2cc(OC)ccc2O)nc2ccccc21	7%	6
COc1ccc(-c2cc(C)no2)cc1S(=O)(=O)NCC1CCN(Cc2cc(C)ccc2C)CC1	?	.
CCOC(=O)c1c(CN2CCCCC2)oc2ccc(O)cc12	i	6
N#C/C(=C\C1=C(N2CCOCC2)C(=C\c2ccc(Cl)cc2)/CC1)C(=O)Nc1ccccc1F	?	.

Single records, as listed above:
Record of COc1cccc(-n2c(SCC(=O)Nc3ccc4c(c3)CCC4)nc3ccccc3c2=O)c1 = Lipid storage S3 = ?; Lipid storage S3 cell count max = .
Record of O=c1[nH]c(/C=C\c2cccs2)nc(O)c1[N+](=O)[O-] = Lipid storage S3 = ?; Lipid storage S3 cell count max = .
Record of CCCCn1c(/N=C/c2cc(OC)ccc2O)nc2ccccc21 = Lipid storage S3 = 7%; Lipid storage S3 cell count max = 6

(further entries)
Compound	Lipid storage S3	Lipid storage S3 cell count max
COc1ccc(CC(=O)Nc2ccc3nc(C)sc3c2)cc1OC	?	.
c1ccc(Oc2ccc(-c3ccnc4ncnn34)cc2)cc1	?	.
O=C(NCC(c1ccco1)N1CCCC1)c1cccc(NS(=O)(=O)c2ccccc2)c1 (stereo not drawn)	?	.
Cc1nc(-c2nc(-c3c(C(=O)NNC(=O)c4ccc(Cl)cc4)noc3C)cs2)cs1	?	.
CC(C)C(=O)Nc1ccc(N2CCN(c3ccc(F)cc3)CC2)cc1	11%	.
NC1=NC(=O)/C(=C/c2ccccc2OS(=O)(=O)c2ccccc2)S1	?	.
CCOn1c(=O)c(-c2ccc(OC)c(OC)c2)[n+]([O-])c2ccccc21	?	.
O=C(C(=O)N1CCc2ccccc2C1)N1CCc2ccccc2C1	?	.

Other records:
Compound	Lipid storage S3	Lipid storage S3 cell count max
COc1ccc(CCNC(=O)CSc2nc(O)c(CC(C)C)c(=O)[nH]2)cc1OC	?	.
Cc1cc(N2CCC(C)CC2)nc2cccc(O)c12	?	.
Cc1ccc(C(=O)CC(C(=O)O)n2cncn2)cc1 (stereo not drawn)	?	.
COc1ccc(NC(=O)CSC2=NCCN2)cc1	?	.
COc1cc(SC)ccc1C(=O)NCCOc1ccc(F)cc1	?	.
Cc1csc(SCC(=O)NC(=O)NC(C)C)n1	?	.
Cc1ccccc1NC(=O)CSc1nc2n(n1)CCCCC2	-11%	-2
CC(C(=O)N1c2ccccc2CC1C)N1CCN(S(=O)(=O)c2ccccc2F)CC1 (stereo not drawn)	?	.

Continued.
Compound	Lipid storage S3	Lipid storage S3 cell count max
CCn1cc2c(c1-c1cccc(C)c1)c(=O)n(C)c(=O)n2C	10%	-12
CNCCCCOc1ccc(C(C)(C)C)cc1Cl	?	.
COCCn1c(SCc2cccc([N+](=O)[O-])c2)nc2ccccc2c1=O	?	.
C/C=C/C(=O)NCCc1ccc(OC)c(OC)c1	?	.
Cc1ccc(CC(=O)NCC(O)c2ccccc2)cc1 (stereo not drawn)	?	.
COc1cc(C(=S)N2CCOCC2)ccc1OC(=O)Cc1ccc(F)cc1	8%	.
CCCCN(C(=O)c1cc(=O)[nH]c2ccccc12)c1c(N)n(CCC)c(=O)[nH]c1=O	?	.
Cc1ccc(-c2oc3ccccc3c(=O)c2OCC(=O)O)cc1	?	.

(listing goes on)
Compound	Lipid storage S3	Lipid storage S3 cell count max
Nc1nc2ccccc2n1CCOc1ccccc1Cl	-18%	-16
CCSc1nnc(NC(=O)c2csc3c2CCCC3)s1	?	.
CC(=O)c1c(C)[nH]c(C(=O)Nc2ccc3c(c2)OCCO3)c1C	14%	-13
CC(NC(N)=O)C12CC3CC(CC(C3)C1)C2 (stereo not drawn)	-3%	-18
CNC(=O)C1CC(=O)N(Cc2ccc(OC)c(OC)c2)C(=Nc2ccc(OC)cc2)S1 (stereo not drawn)	-1%	.
Cc1nnc(-c2cccc(C(F)(F)F)c2)nc1N1CCOCC1	i	.
CC(C)C(c1nnnn1Cc1ccc2c(c1)OCO2)N1CCN(c2ccccc2)CC1 (stereo not drawn)	16%	9
CCCCN(C(=O)c1cc2ccccc2o1)c1c(N)n(CCCC)c(=O)[nH]c1=O	?	.

Other results:
Compound	Lipid storage S3	Lipid storage S3 cell count max
COc1ccc(OC)c(NC(=O)N2CCc3ccccc3C2)c1	i	1
NC(=O)NC(Cc1ccccc1)c1ccccc1 (stereo not drawn)	?	.
COc1ccc(OC)c(NC(=O)c2nnn(Cc3ccccc3C)c2N)c1	?	.
CC(=O)N(C)c1ccc(OCC(O)Cn2c3ccc(Cl)cc3c3cc(Cl)ccc32)cc1 (stereo not drawn)	?	.
Cc1cc(NC(=O)C(C)SCC(=O)Nc2ccccc2N2CCCC2)no1 (stereo not drawn)	?	.
C#CCOCCOCCOCCNc1nc(N2CCN(C(=O)[C@H](C)n3cc(CCCN=C(N)N)nn3)CC2)nc(N2CCN(C(=O)[C@H](CCCCN)n3cc(CCCC)nn3)CC2)n1	-3%	18
CCCCN(C(=O)CSCC(=O)Nc1ccc(OC)cc1)c1c(N)n(Cc2ccccc2)c(=O)[nH]c1=O	i	.
Cc1ccccc1NS(=O)(=O)c1ccc(NS(=O)(=O)c2cccs2)cc1	i	23

(next part)
Compound	Lipid storage S3	Lipid storage S3 cell count max
COC(=O)CCc1cccc(CCC(=O)OC)c1	?	.
CCN1C(=O)N(C(C)=O)C2C1N(C(C)=O)C(=O)N2C(C)=O (stereo not drawn)	8%	2
CC(C)COC(=O)N1CC(O)CC1C(=O)Nc1ccc2c(c1)OCO2 (stereo not drawn)	?	.
COc1ccccc1-c1ccc(=O)n(CC(=O)Nc2ccc(C(=O)N3CCCC3)cc2)n1	1%	-2
O=C(Nc1nc2n(n1)C(c1ccc(Cl)cc1)CC(c1ccc(Cl)cc1)N2)c1ccco1 (stereo not drawn)	?	.
COc1ccc(S(=O)(=O)N(C)C)cc1NC(=O)CCCSc1ccccc1	?	.
CC1(c2ccc(OC(F)F)cc2)NC(=O)N(CC(=O)NC2CCCC2)C1=O (stereo not drawn)	?	.
N#Cc1cccc(C(=O)Nc2cccc(S(=O)(=O)N3CCCC3)c2)c1	?	.

A portion of the library; rates above refer to the full screens.
